# Compound activity as filed in PubChem.
# RGS4-Gao reg – modulates binding of RGS4 to human Galphao. P09471. Multiplexed bead flow cytometry; actives lie on both sides. binding response (% of control), % at 10 µM. 220,000 compounds, 0.33% hits; in the data active = binding response below about 49% or above about 150%; inactive = in between;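 also: fluorescent Galphao activated with aluminum fluoride binding bead-coupled RGS4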
# Target sequence (P09471 whole entry, looked up): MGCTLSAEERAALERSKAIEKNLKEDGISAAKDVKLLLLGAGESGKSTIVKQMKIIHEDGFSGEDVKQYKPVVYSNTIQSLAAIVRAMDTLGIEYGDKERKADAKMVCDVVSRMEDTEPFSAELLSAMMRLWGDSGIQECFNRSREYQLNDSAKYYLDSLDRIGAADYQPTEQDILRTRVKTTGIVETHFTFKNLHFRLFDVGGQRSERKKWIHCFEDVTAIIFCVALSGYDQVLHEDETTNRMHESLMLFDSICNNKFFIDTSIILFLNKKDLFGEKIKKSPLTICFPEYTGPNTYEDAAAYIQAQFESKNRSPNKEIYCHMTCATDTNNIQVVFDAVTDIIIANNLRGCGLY
# ABCB1 inh – human ABCB1 inhibition, ABCG2 as counter-screen | CCRF-Adr cells, JC-1 efflux, flow cytometry | 190,000 compounds, 0.067% hits | P08183 | inhibition, % at 6.6 µM | AID 1326; in the data active = inhibition above about 40%;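 also: 0% = vehicle and 100% = reference inhibitor; higher value means more JC-1 retained so stronger ABCB1 efflux block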
# ABCG2 inh – human ABCG2 inhibition, ABCB1 as counter-screen. inhibition, % at 6.6 µM. 190,000 compounds, 0.1% hits. IgMXP3 cells, JC-1 efflux, flow cytometry. Q9UNQ0;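 active = inhibition above 80%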;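 also: 0% = DMSO and 100% = nicardipine control wells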
#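 System: two drug-resistant human cell lines, ABCG2 and ABCB1; controls: nicardipine high and DMSO low controls; times: 10 min exposure at 25 °C with rotation, no wash; detection: flow cytometry of retained JC-1 fluorescence; read-out basis: percent efflux inhibition, scaled nicardipine 100% to DMSO 0%; doses: one concentration, 6.6 µM final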
# Bcl-B Bim block – human Bim-Bcl-B interaction inhibition; 190,000 compounds, 0.073% hits; inhibition, % at 10 µM; bead-based flow cytometry, Bim peptide-Bcl-B binding;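 also: 0% = tracer peptide without compound and 100% = reference inhibitor peptide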
# Target sequence (Q9HD36 whole entry, looked up): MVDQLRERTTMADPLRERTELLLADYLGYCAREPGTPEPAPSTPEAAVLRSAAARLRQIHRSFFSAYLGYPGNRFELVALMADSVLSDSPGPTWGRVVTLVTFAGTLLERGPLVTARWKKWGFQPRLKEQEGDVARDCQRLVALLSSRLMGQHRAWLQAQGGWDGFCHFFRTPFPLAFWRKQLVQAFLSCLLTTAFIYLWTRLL
# RGS7-Gao – human RGS7-Galphao interaction regulation | P09471 | Multiplexed bead flow cytometry, RGS7-Galphao binding; actives lie on both sides | binding response (% of control), % at 10 µM | 220,000 compounds, 0.35% hits | AID 1439; in the data active = binding response below about 49% or above about 150%; inconclusive = no clear call, values can overlap the other calls; inactive = in between;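 also: fluorescent Galphao held in activated GDP-AlF4 state binding bead-coupled RGS7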
# Bcl-XL Bim block – human Bim-Bcl-XL interaction inhibition. 190,000 compounds, 0.04% hits. Bim peptide-Bcl-XL binding, bead flow cytometry, fluorescence. AID 1007. inhibition, % at 10 µM
# Avidin bead fluor – avidin bead compound fluorescence profile | Avidin beads, compound fluorescence 488/530 nm, flow cytometry; hits give high values | fluorescence (KMESF) at 10 µM | 220,000 compounds, 0.38% hits; in the data active = fluorescence above about 47; also: inactives centre near 10
# Bim-Bcl-2 – human Bim-Bcl-2 interaction inhibition. 190,000 compounds, 0.06% hits. inhibition, % at 10 µM. P10415. Bead-based flow cytometry, Bim peptide-Bcl-2 binding; in the data active = inhibition above about 40%; inconclusive = no clear call, values can overlap the other calls;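 also: 0% = no compound wells with probe peptide and 100% = reference peptide inhibitor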
# Target sequence (P10415 whole entry, looked up): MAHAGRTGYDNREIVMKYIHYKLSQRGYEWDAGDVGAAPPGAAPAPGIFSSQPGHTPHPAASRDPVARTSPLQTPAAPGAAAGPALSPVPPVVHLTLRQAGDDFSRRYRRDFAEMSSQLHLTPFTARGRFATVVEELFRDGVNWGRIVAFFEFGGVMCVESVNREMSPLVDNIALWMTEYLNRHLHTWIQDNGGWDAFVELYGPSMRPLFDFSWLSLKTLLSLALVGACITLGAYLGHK
# Bim-Bfl-1 – human Bim-Bfl-1 interaction inhibition; Q16548; Bead-based flow cytometry, Bim-Bfl-1 binding inhibition; 190,000 compounds, 0.12% hits; inhibition, % at 10 µM;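 also: 0% = wells without compound plus tracer and 100% = blocker peptide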
# Bim-Bcl-W – disrupts Bim peptide binding to human Bcl-W; bead-based flow cytometry; inhibition, % at 10 µM; 190,000 compounds, 0.02% hits; AID 952;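 also: 0% = bound tracer without compound and 100% = peptide blocker; higher means less fluorescent Bim peptide bound to Bcl-W beads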
# Target sequence (Q92843 whole entry, looked up): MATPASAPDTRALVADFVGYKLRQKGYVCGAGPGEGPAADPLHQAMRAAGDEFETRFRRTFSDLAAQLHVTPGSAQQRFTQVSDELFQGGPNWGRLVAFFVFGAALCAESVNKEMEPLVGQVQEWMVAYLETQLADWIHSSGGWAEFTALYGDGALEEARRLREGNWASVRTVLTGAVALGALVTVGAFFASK
# GSH fluor – compound fluoresces at 488/530 nm on GSH beads. GSH beads flow cytometry, compound fluorescence 488/530 nm; hits give high values. 190,000 compounds, 0.25% hits. fluorescence (KMESF) at 10 µM. AID 1776; in the data active = fluorescence above about 89;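 also: glutathione beads carrying GST-tagged Bcl family fusion proteins plus one bare bead set; values are compound well signal with DMSO vehicle wells as background; inactives centre near 16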
# Starred values were filed as active, the others as inactive; ? = inconclusive. Rule as the data show it, unless noted: active = inhibition above about 40%.
SMILES,RGS4-Gao reg,ABCB1 inh,ABCG2 inh,Bcl-B Bim block,RGS7-Gao,Bcl-XL Bim block,Avidin bead fluor,Bim-Bcl-2,Bim-Bfl-1,Bim-Bcl-W,GSH fluor
CCn1nc2cc(C(=O)NCCc3cccs3)ccc2c1OC,102,0.2,2,0,99,-2,33,1,0,-1,8
O=C(NCc1ccccc1)C(c1ccc(F)cc1)N(Cc1cccs1)C(=O)c1cnccn1 (stereo unspecified),100,0.5,6,-4,101,-7,4,-2,-4,-3,11
Cc1ccc(-c2ccc(/C=C(\C#N)C(=O)Nc3cc(C)nn3-c3ccccc3)o2)cc1,98,0.1,-1,-9,96,2,13,-9,-12,0,48
CSC1=NCCN1S(=O)(=O)c1ccc(F)cc1,99,0.0,-1,-1,97,0,12,-4,-3,0,10
COc1ccc(-n2nc(C(=O)N3CCCCC3)c3ccccc3c2=O)cc1,103,1.7,16,-5,102,-6,27,-6,-17,-2,22
CCc1cccc(C)c1NC(=O)CSc1nnc(CCCOc2ccc(Cl)cc2Cl)n1C,106,14,4,-1,107,-6,7,-4,-3,-2,12
CC1Cc2cc(/C(O)=C3/C(=O)C(=O)N(CCN4CCOCC4)C3c3cccc(O)c3)ccc2O1 (stereo unspecified),97,0.1,0,-3,93,-28,13,-4,-11,4,64
CC(C)(C)NCCOCCOc1ccccc1-c1ccccc1,100,1.0,12,-9,95,-6,7,-9,-9,-5,15
O=C(NCC1CCCCC1)C12CN(Cc3ccccc3)CC1C(c1cccc([N+](=O)[O-])c1)=NO2 (stereo unspecified),100,2.5,15,-11,99,-8,13,-11,-12,-1,26
CCOC(=O)CNS(=O)(=O)CCN1C(=O)c2ccccc2C1=O,94,0.4,2,24,96,6,10,20,6,5,46
Cc1ccc2nc3c(c(C(=O)OC4CCOC4=O)c2c1)CCCC3 (stereo unspecified),103,1.6,6,0,97,-3,11,-2,-4,0,10
Cc1cc(C)n2nc(SCC(=O)N(CC(C)C)c3c(N)n(CC(C)C)c(=O)[nH]c3=O)nc2n1,102,0.2,0,0,103,2,9,-1,-3,0,16
COc1ccc(NC(=S)NC(=O)/C=C/c2ccco2)cc1,104,-0.3,16,0,91,-1,11,2,1,-1,12
COc1ccc(-c2ccc(C#N)c(SCC(=O)OCc3ccccc3)n2)cc1OC,105,1.3,6,0,101,-1,14,-2,-3,3,64
COc1ccc(NC(=O)Cn2cnc3c(cnn3-c3ccc(C)c(C)c3)c2=O)c(OC)c1,95,0.4,28,-7,97,-6,14,-11,-16,0,33
CCOc1cc(C(=O)NC(C)C2CCCO2)cc(OCC)c1OCC (stereo unspecified),97,-0.1,-1,-1,?,-1,10,0,-4,0,19
N/C(=N\OC(=O)c1ccc2ccccc2c1)c1ccccn1,95,0.3,2,-5,?,-2,10,-3,-4,-5,10
Cc1ccc(S(=O)(=O)N2CCN(C(=O)c3ccc(OCc4c(C)noc4C)cc3)CC2)cc1,107,0.8,2,-5,103,-4,7,-4,-1,-3,11
CCOc1cccc(CNc2ccc(O)cc2)c1OCc1ccc(Cl)cc1Cl,97,1.4,30,-5,98,-4,7,-3,5,3,22
Cc1ccnc2ccc(SC(F)(F)F)cc12,100,0.4,3,-2,105,-3,11,0,-3,-2,27
COCCCNC(=S)N1CCCN(c2nc3c(C)c(C)ccc3cc2C#N)CC1,100,1.4,7,-42,100,3,10,3,0,0,14
O=C(OC1Cn2c(=O)ccc(=O)n2C1)c1ccccc1,101,0.0,0,-10,102,-8,6,-2,-2,-4,10
CCOC(=O)N1CCN(C(=O)CSc2nnc(-c3ccc(C(C)(C)C)cc3)o2)CC1,96,1.4,5,-9,94,0,6,-11,-11,0,27
Cc1cc(/C=C(\C#N)C(=O)NCc2ccco2)c(C)n1C1CCCC1,101,0.7,3,-7,100,-4,7,-7,-9,1,17
FC(F)(F)c1nc2ccccc2nc1N/N=C/c1c(Cl)cccc1Cl,94,-2.7,0,-9,94,-1,12,-9,-7,-2,24
COC(=O)c1sccc1NC(=O)Nc1cccc(C)c1,98,0.4,3,-2,100,-1,3,-6,-7,-3,11
CC1(C)CC(=O)C(C(C2=C(O)CC(C)(C)CC2=O)c2cccs2)C(=O)C1 (stereo unspecified),97,0.2,1,3,100,0,47,0,0,-4,11
COc1cc(NC(=S)NC2CC(C)(C)NC(C)(C)C2)c(OC)cc1Cl,98,1.8,3,-9,102,-3,12,-1,1,2,14
O=C(N/N=C/c1cccc(Oc2ccccc2)c1)c1cc[n+]([O-])cc1,102,-0.6,-1,-1,102,0,9,0,-6,0,15
Cc1cc(C)nc(N2C(=O)CC(Cc3ccccc3)C2=O)n1 (stereo unspecified),108,0.8,5,-8,104,-8,15,-2,-12,0,29
CCc1nnc(-n2nc(C)cc2-c2ccccc2)n1N,100,0.0,0,-4,101,2,6,-5,-11,0,37
CC(=O)Nc1ccc(NC(=O)CN(c2cccc(C(C)=O)c2)S(C)(=O)=O)cc1,98,0.9,2,-3,96,-3,8,-4,2,-6,20
Cc1cc(C)cc(NC(=O)Cn2c(SCc3cc(C)ccc3C)nc3ccncc32)c1,100,-0.5,-1,-8,101,-7,6,-1,-2,-4,13
O=C(COC(=O)/C=C/c1ccccc1Cl)NC1CCCCCC1,105,0.2,2,-4,104,-6,25,0,-8,-1,11
CCCCNC(=O)/C(C#N)=C/c1cccnc1,99,0.1,27,-6,98,-3,14,5,2,0,4
COC(=O)CC1NCCc2cc(OC)c(OC)cc21 (stereo unspecified),102,0.1,0,-2,100,-2,23,-1,-10,-1,12
COc1ccccc1C(O)P(=O)(OC(C)C)c1ccc(N(C)C)cc1 (stereo unspecified),99,0.2,0,-2,101,-2,7,1,1,-2,65
COc1ccc(C2=COc3ccccc3C(=O)N2)cc1,102,-0.2,1,-4,96,-1,11,-4,-2,-2,19
COc1cccc(C(=O)N/N=c2\oc3c(OC)cccc3cc2C(=O)NCc2ccccc2)c1,99,0.5,-2,0,98,0,2,1,0,-5,3
CCOC(=O)N1CCN(c2ccccc2O)CC1,99,0.6,6,-6,100,-10,6,-9,-9,0,40
COc1ccc(-c2cn3cccnc3n2)cc1NC(=O)CC(C)C,105,0.3,2,-1,105,-2,36,0,0,-1,14
COc1ccc(NC(=S)N/N=C/c2ccc(F)cc2)cc1OC,106,1.0,5,-8,108,-1,27,-3,-9,-2,11
Cn1c2c(c(=O)n(C)c1=O)C(c1ccc(Cl)cc1)C(C#N)=C(N)O2 (stereo unspecified),102,-0.9,-4,9,99,7,7,8,1,7,11
COc1cccc(NC(=O)c2oc3ccccc3c2NC(=O)C2CC2)c1,106,0.8,30,-9,104,-9,15,-11,-22,-2,24
Cc1ccc2c(c1)NC(=O)C(CC(=O)NCCCN1CCCCC1)O2 (stereo unspecified),93,-2.2,-5,-1,93,-2,6,-6,-9,2,19
O=C(Cc1c[nH]c2ccccc12)Nc1nc2ccccc2[nH]1,91,0.7,1,-5,90,-3,15,-6,-16,0,30
COC(=O)c1cc(NS(=O)(=O)c2ccc(N3CCOCC3)c(N)c2)cc(C(=O)OC)c1,101,-0.6,-2,-8,102,-4,12,-6,-6,-3,12
Clc1ncn(C23CC4CC(CC(C4)C2)C3)n1,104,0.7,4,0,104,7,7,2,0,0,26
NC(Cc1cccc2nsnc12)C(=O)O (stereo unspecified),97,0.0,-2,-1,95,-1,7,0,-6,0,50
COc1cccc(/C(=N/O)C2CC2c2ccc(Cl)cc2)c1 (stereo unspecified),102,0.3,2,-3,104,-5,7,0,-1,-3,72

# Random excerpt: three compounds from above.
SMILES,RGS4-Gao reg,ABCB1 inh,ABCG2 inh,Bcl-B Bim block,RGS7-Gao,Bcl-XL Bim block,Avidin bead fluor,Bim-Bcl-2,Bim-Bfl-1,Bim-Bcl-W,GSH fluor
Cc1cc(C)n2nc(SCC(=O)N(CC(C)C)c3c(N)n(CC(C)C)c(=O)[nH]c3=O)nc2n1,102,0.2,0,0,103,2,9,-1,-3,0,16
COC(=O)c1cc(NS(=O)(=O)c2ccc(N3CCOCC3)c(N)c2)cc(C(=O)OC)c1,101,-0.6,-2,-8,102,-4,12,-6,-6,-3,12
NC(Cc1cccc2nsnc12)C(=O)O (stereo unspecified),97,0.0,-2,-1,95,-1,7,0,-6,0,50

# More compounds:
SMILES,RGS4-Gao reg,ABCB1 inh,ABCG2 inh,Bcl-B Bim block,RGS7-Gao,Bcl-XL Bim block,Avidin bead fluor,Bim-Bcl-2,Bim-Bfl-1,Bim-Bcl-W,GSH fluor
COCCCNc1nc2c(c(=O)[nH]c(=O)n2C)n1CCCc1ccccc1,71,0.2,2,3,87,0,11,9,2,3,12
COC(=O)c1[nH]c2cccc(OC)c2c1NC(=O)CN1CCN(c2cccc(OC)c2)C(C)C1 (stereo unspecified),97,0.8,4,0,96,0,10,-2,-1,0,29
Oc1cc(Cc2ccccc2)cnc1CN1CCOCC1,101,0.1,0,-5,98,-8,8,-5,-11,-2,31
C/C(=N\Nc1nc(C(=O)O)cs1)c1ccccc1,95,-0.2,1,0,?,-3,9,0,3,0,18
Cc1ccc(-n2nc3cc(Cl)c(NC(=O)c4ccco4)cc3n2)cc1,99,0.0,0,0,101,-3,17,-1,-1,-5,23
CC(=O)NC(=O)c1ccc(-c2ccc(Cl)cc2)o1,102,0.1,2,-7,102,-5,12,-6,-15,-4,13
O=[N+]([O-])c1c(NCCCO)cc(N2CCN(Cc3ccc4c(c3)OCO4)CC2)c2nonc12,98,0.6,13,-8,95,-4,11,-10,-13,1,13
N#Cc1c(NC(=O)C2CC(Cl)=CCC2C(=O)O)sc2c1CCCC2 (stereo unspecified),101,-0.2,0,-1,99,2,10,5,2,4,24
C/C(CC(=O)Nc1cccc(Cl)c1Cl)=N\NC(=O)c1ccccc1Br,98,0.2,0,-2,92,-3,7,-3,-9,-1,22
CC(=O)Nc1ccc(NC(=O)C/C(C)=N/NC(=O)C(=O)N2CCCC2)cc1,99,0.0,1,-3,102,-1,7,-4,-3,0,3
O=C(NCCCN1CCCC1)c1cc(Sc2ccc(F)cc2)nc2ccccc12,99,0.5,1,-4,99,-13,27,-3,-3,-10,9
CN(C)/C=C/C(=O)c1ccc(Cl)s1,86,0.9,11,-3,83,-4,9,-7,-4,0,10
C#Cc1ccc(C(=O)Nc2cc(C(N)=O)ccc2N2CCOCC2)cc1,94,0.1,1,1,97,0,11,4,1,0,19
COc1cc(NC(=S)NCCc2ccccc2)c(OC)cc1NC(=O)CC(C)C,104,0.2,5,-6,104,-2,6,-3,-3,2,21
COc1ccc(C(=O)N(c2ccc(OC)cc2)S(=O)(=O)c2cccs2)cc1,91,4.9,11,-3,91,-4,7,0,2,0,3
COc1cc(-c2ccccc2)nc2ccccc12,100,0.2,1,-3,102,-7,21,4,0,-1,18
COc1ccc(OC)c2c(C)cc(C)nc12,102,0.4,4,-2,101,-1,7,1,-2,0,25
Cc1ccc(S(=O)(=O)N2CCN(C3CCN(Cc4ccccc4)CC3)CC2)cc1,88,0.3,1,-5,99,-7,6,-1,-7,2,4
